EPAC1 agonist: qHTS for Agonist of cAMP-regulated guanine nucleotide exchange factor 3 (EPAC1): primary screen | Rap guanine nucleotide exchange factor 3 (Homo sapiens), O95398 | 360,000 compounds, 0.073% hits | EPAC1 agonist qHTS, biochemical assay; response scale: 100% = response to 6.5 mM cAMP | Potency, µM (titrated, usually from 154 µM), for the others: at the top dose activation, actives largely listed as activators | AID 720707, 2013; further: potency means the concentration at half of the fitted maximal effect; nearly all actives have a fitted effect of over 60% in size
Target sequence (O95398 whole entry, looked up): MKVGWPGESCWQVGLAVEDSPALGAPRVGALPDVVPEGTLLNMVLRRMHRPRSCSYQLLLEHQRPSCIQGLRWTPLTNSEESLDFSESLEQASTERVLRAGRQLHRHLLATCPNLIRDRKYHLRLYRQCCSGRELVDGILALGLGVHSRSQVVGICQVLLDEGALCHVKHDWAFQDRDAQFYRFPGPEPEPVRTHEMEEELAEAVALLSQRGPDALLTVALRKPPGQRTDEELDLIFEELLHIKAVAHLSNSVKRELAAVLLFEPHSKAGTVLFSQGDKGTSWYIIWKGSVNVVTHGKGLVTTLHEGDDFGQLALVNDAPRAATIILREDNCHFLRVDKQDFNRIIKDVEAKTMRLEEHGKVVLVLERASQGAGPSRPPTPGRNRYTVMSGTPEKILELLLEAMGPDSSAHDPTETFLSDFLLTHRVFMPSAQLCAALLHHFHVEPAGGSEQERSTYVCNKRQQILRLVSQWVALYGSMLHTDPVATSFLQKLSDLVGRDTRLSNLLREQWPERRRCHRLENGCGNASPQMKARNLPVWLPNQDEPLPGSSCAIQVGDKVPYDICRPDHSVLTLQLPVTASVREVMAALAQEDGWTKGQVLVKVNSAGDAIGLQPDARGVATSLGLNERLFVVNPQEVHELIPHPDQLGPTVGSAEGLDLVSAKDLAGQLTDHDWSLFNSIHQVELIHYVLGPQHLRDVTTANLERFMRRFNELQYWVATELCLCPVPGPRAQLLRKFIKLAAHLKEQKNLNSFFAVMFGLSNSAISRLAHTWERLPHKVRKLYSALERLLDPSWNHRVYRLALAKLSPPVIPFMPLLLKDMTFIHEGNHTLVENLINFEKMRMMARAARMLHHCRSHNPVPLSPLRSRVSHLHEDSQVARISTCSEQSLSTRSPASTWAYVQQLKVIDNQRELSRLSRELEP
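Multi-concentration qHTS readout: loss of Rap1B-bound BODIPY-GDP fluorescence driven by 100 nM EPAC1 with excess GDP (50 uM), monitored kinetically at room temperature; agonist response expressed relative to 6.5 mM cAMP.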
PI5P4Ka inh: qHTS for Inhibitors of phosphatidylinositol 5-phosphate 4-kinase (PI5P4K). Phosphatidylinositol 5-phosphate 4-kinase type-2 alpha (Homo sapiens), P48426. PI5P4Kalpha enzyme, ADP-Glo luminescence, 60 min; hits give low values. max response, %. 330,000 compounds, 1.2% hits. AID 652105, 2013; active means max response of -50% or lower; inconclusive means between -30% and -50%; inactive means -30% or higher; further: value at the top dose of about 77 µM; on the % scale 0 is the no-effect control and ±100 the full control effect
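Compounds were pin-transferred onto PI5P4Kalpha and substrate in HEPES pH 7.4 buffer with EGTA, CHAPS and 5% DMSO. ATP (5 microM final) started the reaction, which ran 60 minutes at room temperature before ADP-Glo detection.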
CCT modulator: High-Throughput Screening for Modulators of Cytosolic Chaperonin Activity; AID 651819, 2012; activity change, % (concentration not given with the values), hits read low; purified chaperonin ATPase assay, HTRF ADP detection, 30 min; 360,000 compounds, 0.3% hits; in the data active means activity change below about -30%; further: on the % scale 0 is the no-effect control and ±100 the full control effect
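TRiC at 40 or 20 nM final (batch-dependent) in 30 mM Tris pH 7.4, 100 mM KCl, 5 mM MgCl2, 1 mM DTT, with compound at single 76 uM and 10 uM ATP, 30 min at 37 deg C. ADP detected by HTRF Transcreener, 665/615 ratio.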
MmCpn inh: Inhibitors of TCP-1 ring complex (TRiC) of Methanococcus maripaludis (MmCpn): qHTS. 330,000 compounds, 0.031% hits. purified Mm-Cpn ATPase, ADP Transcreener TR-FRET. Potency, µM (doses to about 76.9 µM), without a hit: at the top dose activity, negative = inhibition, most hits filed as inhibitors. Chaperonin Mm-Cpn (Methanococcus maripaludis); further: potency means the concentration at half of the fitted maximal effect; on the % scale 0 is the no-effect control and ±100 the full control effect; nearly all actives have a fitted effect of over 80% in size
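Eu-cryptate anti-ADP/ADP-d2 competition gives a ratio inversely related to ADP. Enzyme at 25 nM was pre-exposed to compound for 10 min, then given 10 uM ATP for 30 min, 37°C throughout.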
WRN helicase inh: qHTS for Inhibitors of WRN Helicase; WRN helicase unwinding, fluorescent forked duplex, kinetic; Potency, µM (titrated, usually from 114 µM), without a hit: top-dose activity change, negative = inhibition, most hits filed as inhibitors; 360,000 compounds, 0.46% hits; further: potency means the concentration at half of the fitted maximal effect; on the % scale 0 is the no-effect control and ±100 the full control effect; nearly all actives have a fitted effect of over 55% in size
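Kinetic fluorescence helicase assay: unwinding of a quenched forked DNA duplex (100 nM final) with 2 mM ATP final raises red fluorescence (525/598 nm). Compounds sat 15 min at room temperature with 20 nM WRN beforehand.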
EPAC2 antagonist: qHTS for Antagonist of cAMP-regulated guanine nucleotide exchange factor 2 (EPAC2): primary screen; Rap guanine nucleotide exchange factor 4 (Homo sapiens), Q8WZA2; EPAC2 GEF exchange of Rap1B-BODIPY-GDP, fluorescence; Potency, µM (highest dose often 114 µM), inactives show at the top dose activity, negative = inhibition, most hits filed as inhibitors; 360,000 compounds, 0.18% hits; AID 720708, 2013; further: potency means the concentration at half of the fitted maximal effect; on the % scale 0 is the no-effect control and ±100 the full control effect; nearly all actives have a fitted effect of over 45% in size; many of its hits are not listed in these tables
EPAC1 antag: qHTS for Antagonist of cAMP-regulated guanine nucleotide exchange factor 3 (EPAC1): primary screen. EPAC1 GEF assay, Rap1b-BODIPY-GDP exchange fluorescence. Potency, µM (top dose mostly 115 µM), for the others: top-dose activity change, negative = inhibition, usual class: inhibitors. 360,000 compounds, 0.14% hits. AID 720709, 2013;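 further: potency means the concentration at half of the fitted maximal effect; plate controls were vehicle for no effect and positive control for full effect; nearly all actives have a fitted effect of over 50% in size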
PLK1 PBD inh: qHTS for Inhibitors of PLK1-PDB (polo-like kinase 1 - polo-box domain): Primary Screen; Plk1 PBD binding of FITC phosphopeptide, fluorescence polarization; Potency, µM, for the others: max response, negative = inhibition, usual class: inhibitors; 360,000 compounds, 2.8% hits; AID 720504, 2013; further: potency means the concentration at half of the fitted maximal effect; series mostly up to about 57 µM; on the % scale 0 is the no-effect control and ±100 the full control effect; nearly all actives have a fitted effect of over 65% in size
The depositor's hits bear a star; u = inconclusive; x = no result given; [ ] = dose if it differs, or a comment. Unless noted, the call rests on the fitted dose curve; in most records, active means well fitted curve in the direction sought with a large enough effect; inconclusive means small, poorly fitted or top-dose-only effect, or another doubt; inactive means no such curve, though single readings can be large; an effect the other way counts as inactive or inconclusive. Only part of the results is shown; rates above refer to the full screens.

1	Cc1oc(-c2cccs2)nc1CS(=O)CC(=O)NC1CCCCCC1 (stereo not drawn)
2	CCOC(=O)c1csc(NC(=O)C2=COCCO2)n1
3	Nn1c(SCC(=O)Nc2c(F)cc(F)cc2Br)nnc1C1CCCCC1
4	Cc1ccc(CNC(=O)COc2ccccc2-c2ccccc2)cc1
5	CC(C)=C1C(=O)NN(c2cccc(Cl)c2)C1=O
6	CCCN1CNc2c(c(=O)[nH]c(=S)n2CCc2ccccc2)C1
7	CCOc1ccccc1N1CC(C(=O)NC2CCCCCC2)CC1=O (stereo not drawn)
8	c1ccc2c(OCCCCN3CCCC3)cccc2c1

Compound	1	2	3	4	5	6	7	8
EPAC1 agonist	-4%	-1%	1%	3%	12%	4%	9%	5%
PI5P4Ka inh	u	5	-2	29	-15	-18	-1	4
CCT modulator	-1.2	1.2	0.3	-2.4	-2.3	0.3	-0.9	0.3
MmCpn inh	0%	2%	1%	1%	2%	-1%	1%	1%
WRN helicase inh	2%	4%	-3%	-9%	-31%	-27%	10%	10%
EPAC2 antagonist	2%	6%	-4%	u	-2%	-3%	3%	8%
EPAC1 antag	4%	22%	-6%	-3%	-20%	-11%	1%	10%
PLK1 PBD inh	21µM*	-2%	-4%	1%	-7%	-12%	-9%	-1%

9	CCCCn1c(N)c(-c2nc3ccccc3s2)c2c([N+](=O)[O-])nn(CC)c(=O)c21
10	CCc1nnc(NC(=O)CCC2CCCCC2)s1
11	FC(F)(F)c1cccc(-c2nc3nc(Cl)c(Cl)nc3[nH]2)c1
12	Cc1onc(-c2ccccc2Cl)c1C(=O)NCc1nnnn1-c1ccc(F)c(F)c1
13	CC(=O)N1CCN(C(=O)c2ccc(S(=O)(=O)Nc3ccccc3Cl)cc2)CC1
14	CCN(C[C@H]1N[C@@](C)(C(=O)OC)[C@H]2C(=O)N(Cc3ccccc3)C(=O)[C@@H]12)C(=O)COC
15	CCn1nc(C(=O)OCC(=O)NCC(C)C)c2ccccc2c1=O
16	COc1ccc(-c2noc(CCc3ccccc3)n2)cc1

Compound	9	10	11	12	13	14	15	16
EPAC1 agonist	6%	-1%	-16%	4%	8%	-10%	2%	7%
PI5P4Ka inh	x	1	-14	2	-2	0	7	2
CCT modulator	2.2	1.6	2.5	1.2	-1.7	0.6	0.2	-0.6
MmCpn inh	-1%	x	-3%	x	-1%	0%	-2%	0%
WRN helicase inh	-6%	0%	0%	0%	-17%	-9%	1%	6%
EPAC2 antagonist	1%	7%	2%	-1%	-7%	-1%	-9%	-4%
EPAC1 antag	-3%	9%	-8%	-22%	-6%	1%	-2%	-6%
PLK1 PBD inh	-20%	3%	0%	-12%	-3%	-11%	-4%	-3%

17	O=C(Nc1ccc(Cl)c(Cl)c1)OCc1cncs1
18	CC1CC(C)CN(c2cc3c(cc2[N+](=O)[O-])C(=O)N(c2ccccc2)C3=O)C1 (stereo not drawn)
19	Cc1sc2ncn(CC(=O)N3CCN(c4ccccn4)CC3)c(=O)c2c1S(=O)(=O)N1CCCCC1
20	O=C(/C=C/c1ccco1)Nc1cccnc1
21	O=C1C(F)=CC(COC(c2ccccc2)(c2ccccc2)c2ccccc2)OC1n1cc(F)c(=O)[nH]c1=O (stereo not drawn)
22	C=CCOc1c(CNn2nnnc2N)cccc1OC
23	CN1CCC(=NNC(=O)c2ccc(N(Cc3ccccc3Cl)S(C)(=O)=O)cc2)CC1
24	COc1ccccc1N(CC(=O)Nc1ccc(C(F)(F)F)cc1)S(C)(=O)=O

Compound	17	18	19	20	21	22	23	24
EPAC1 agonist	-21%	3%	4%	-4%	1%	1%	5%	0%
PI5P4Ka inh	1	21	-2	-5	u	-7	-3	-3
CCT modulator	-2.8	-2.1	-0.7	-25	0.6	-16	-1.3	1.5
MmCpn inh	1%	-2%	0%	-4%	x	1%	-2%	1%
WRN helicase inh	-8%	-9%	-4%	4%	u	-2%	1%	-1%
EPAC2 antagonist	-5%	3%	-9%	0%	12%	1%	7%	u
EPAC1 antag	-3%	8%	-9%	-27%	-6%	-2%	-5%	-10%
PLK1 PBD inh	-7%	1%	-3%	-10%	6µM*	-8%	-8%	u

25	CCOC(=O)N1CCC(c2nc3ccccc3[nH]2)CC1
26	Cc1c(Cl)cccc1-n1ccnc1SCC(=O)O
27	CCN1CCN(c2ccc(S(=O)(=O)N3CCCCC3)cc2NC(=O)c2ccc(OC(F)F)cc2)CC1
28	CC(=O)N(Cc1nc2sc(C)c(C)c2c(=O)[nH]1)C1CCCC1
29	CCCCOc1ccc(C(=O)N(C)CC(=O)Nc2ccc(C)cc2)cc1
30	Clc1cc(Br)ccc1OCCCn1ccnc1
31	O=C(NCc1cccc(Br)c1)C1CC2Cn3c(nc4ccccc43)C2N1c1ccccc1 (stereo not drawn)
32	CCOc1cc(C=O)ccc1OCC(N)=O

Compound	25	26	27	28	29	30	31	32
EPAC1 agonist	10%	9%	4%	-9%	-5%	5%	-15%	-4%
PI5P4Ka inh	4	x	11	2	6	2	-2	-6
CCT modulator	-0.6	-1.6	-2.7	-9.7	-3.0	0.3	1.2	0.6
MmCpn inh	0%	-2%	1%	-2%	-1%	1%	x	-2%
WRN helicase inh	12%	7%	-5%	6%	0%	-10%	-3%	4%
EPAC2 antagonist	-10%	0%	-2%	2%	-4%	-8%	5%	-4%
EPAC1 antag	3%	-16%	-6%	8%	0%	-12%	5%	10%
PLK1 PBD inh	-22%	-7%	-4%	5%	-12%	-1%	-3%	4%

Taken from above.
EPAC1 agonist with no. 25 : 10%
EPAC1 agonist with no. 27 : 4%

Entries shown so far that contain an aryl methoxy group, in the order listed:
16	COc1ccc(-c2noc(CCc3ccccc3)n2)cc1
22	C=CCOc1c(CNn2nnnc2N)cccc1OC
24	COc1ccccc1N(CC(=O)Nc1ccc(C(F)(F)F)cc1)S(C)(=O)=O

Compound	16	22	24
EPAC1 agonist	7%	1%	0%
PI5P4Ka inh	2	-7	-3
CCT modulator	-0.6	-16	1.5
MmCpn inh	0%	1%	1%
WRN helicase inh	6%	-2%	-1%
EPAC2 antagonist	-4%	1%	u
EPAC1 antag	-6%	-2%	-10%
PLK1 PBD inh	-3%	-8%	u

Other compounds
33	CC1(C)CC(NC(=O)c2ccc(-c3ccc([N+](=O)[O-])cc3)o2)CC(C)(C)N1
34	CCN(c1ccccc1)S(=O)(=O)c1ccc(OC)c(NC(=O)CNC)c1
35	COc1ccc([C@H]2CC(=O)C=C(c3ccnc4ccc(Cl)cc34)C2)cc1
36	CCN(C(=O)CN1C(=O)c2ccccc2S1(=O)=O)C1CCCCC1
37	O=C(CSc1ccccn1)N1CCN(c2cccc(Cl)c2)CC1
38	CCc1ccc(CNCc2ccc(F)cc2)cc1
39	CCc1nnc(N/N=C/c2c(F)cccc2Cl)n1N
40	CCN(CC)CCCN=Cc1c(O)n(Cc2ccccc2)c(=O)c2ccccc12

Compound	33	34	35	36	37	38	39	40
EPAC1 agonist	-12%	8%	6%	6%	-4%	-4%	-7%	-5%
PI5P4Ka inh	-14	3	12	0	-9	2	0	3
CCT modulator	0.0	1.5	0.1	0.0	-3.1	-0.2	-1.5	-3.8
MmCpn inh	2%	-2%	-2%	-3%	2%	-1%	-6%	2%
WRN helicase inh	-7%	-9%	-3%	-3%	-3%	-7%[57.1 µM]	4%[11.6 µM]	-24%[57.1 µM]
EPAC2 antagonist	3%	-10%	-10%	-7%	-3%	9%	-6%	5%
EPAC1 antag	-16%	-14%	u	-3%	10%	4%	-8%	-4%
PLK1 PBD inh	-28%	-11%	-1%	1%	12µM*	1%	1%	-3%

Whole records, quoted from the list. Screens in order: EPAC1 agonist, PI5P4Ka inh, CCT modulator, MmCpn inh, WRN helicase inh, EPAC2 antagonist, EPAC1 antag, PLK1 PBD inh
`O=C(CSc1ccccn1)N1CCN(c2cccc(Cl)c2)CC1` as listed: -4%, -9, -3.1, 2%, -3%, -3%, 10%, 12µM*
`CCN(c1ccccc1)S(=O)(=O)c1ccc(OC)c(NC(=O)CNC)c1` as listed: 8%, 3, 1.5, -2%, -9%, -10%, -14%, -11%

Next section
41	O=C(c1ccc(Cl)c(Cl)c1)N1CCOCC1
42	O=C(CN1CCN(S(=O)(=O)c2ccc(Br)cc2)CC1)Nc1ccccc1C(=O)c1ccccc1
43	COc1ccc2[nH]c3c(c2c1)CCN1C(=O)C(CC(=O)NCCCn2ccnc2)C[C@H](C(=O)N2CCOCC2)[C@@]31C (stereo partly drawn)
44	COCCN(CC(=O)Nc1cccc(C)c1C)C(=O)c1oc2ccccc2c1C
45	COC(=O)Cc1c(C)c2ccc(OCC(=O)N3CCC(C)CC3)c(C)c2oc1=O
46	O=C(Nc1ccccc1OC(F)F)c1ccc(-n2cncn2)c([N+](=O)[O-])c1
47	CNC(=O)C1=C(C)NC(=S)NC1c1cc2c(cc1OC)CCCC2 (stereo not drawn)

Compound	41	42	43	44	45	46	47
EPAC1 agonist	10%	3%	3%	-3%	-24%	-34%	4%
PI5P4Ka inh	1	3	0	-3	-3	-3	-4
CCT modulator	-0.9	-1.7	-1.3	2.3	-3.2	1.4	1.9
MmCpn inh	-1%	0%	2%	-1%	-6%	0%	0%
WRN helicase inh	-9%	2%	-3%	10%	-26%	-7%	1%
EPAC2 antagonist	15%	-2%	-5%	1%	4%	-5%	0%
EPAC1 antag	-5%	-1%	-4%	15%	3%	-12%	6%
PLK1 PBD inh	-7%	6%	-1%	-2%	-20%	-2%	4%

High-throughput results deposited in PubChem BioAssay by National Center for Advancing Translational Sciences (NCATS).
